# Screens: PubChem, Broad Institute
# T cruzi growth: inhibitors of T. cruzi proliferation; T. cruzi beta-gal in NIH3T3, GalScreen luminescence, 90 h; inhibition, % at 8.34 µM; 77,000 tested, 5.9% active; AID 624255;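 active means mean inhibition above about 93%, with at least 55% of replicates each passing it, limit read from the data, passing the limit was not always enough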
# Pf Dd2 growth: blocks growth of Plasmodium falciparum Dd2 parasites. P. falciparum Dd2 growth, SYBR Green, 72 h; active compounds read low. activity change, % at 10 µM. 94,000 tested, 2.3% active. AID 1159554; in the data active means activity change below about -80%
# GASC1 inh: blocks human GASC-1 (KDM4C) demethylase activity; Q9H3R0; GST-KDM4C 2-372, H3K9me3 peptide, LANCE TR-FRET; inhibition, % at 12.5 µM; 96,000 tested, 0.15% active; AID 720574;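 active means mean replicate inhibition above about 25%, with at least 55% of replicates also reaching it, limit read from the data, passing the limit was not always enough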
# Target sequence (Q9H3R0 2-372 limits assumed): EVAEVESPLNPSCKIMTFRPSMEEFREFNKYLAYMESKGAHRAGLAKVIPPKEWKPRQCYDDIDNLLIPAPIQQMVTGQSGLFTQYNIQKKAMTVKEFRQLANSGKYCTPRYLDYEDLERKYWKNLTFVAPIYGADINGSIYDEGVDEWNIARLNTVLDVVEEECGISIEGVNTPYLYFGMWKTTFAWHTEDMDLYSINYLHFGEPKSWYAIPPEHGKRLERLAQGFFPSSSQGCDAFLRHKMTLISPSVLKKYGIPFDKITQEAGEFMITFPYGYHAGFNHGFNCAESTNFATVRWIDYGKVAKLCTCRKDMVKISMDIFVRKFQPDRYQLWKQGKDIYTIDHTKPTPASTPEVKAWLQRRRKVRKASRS
#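 Test system – GST-tagged GASC-1 (JMJD2C) catalytic fragment, aa 2-372 · Medium – HEPES buffer, pH 7.5, plus ascorbate · Reagent – H3K9me3 peptide with Fe(II)/2OG · Compound – one test concentration per compound · Timing – 30 min reaction, 60 min detection, RT · Technique – TR-FRET with Eu antibody and ULight streptavidin, EDTA stop · Read-out basis – inhibition from TR-FRET ratio decrease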
# C diff growth: blocks growth of Clostridium difficile. Clostridium difficile clinical isolate growth, OD600, 24 h; active compounds read low. AID 1259249. growth activity, negative = inhibition, % at 16 µg/mL (by protocol). 86,000 tested, 0.25% active;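 active means mean growth activity at or below -80% and every replicate also at or below -80%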;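 further: 0% = DMSO wells and -100% = levofloxacin 16 µg/mL wells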
# An asterisk follows results filed as active; · = not tested or not shown; & = joins results of further samples.
SMILES,T cruzi growth,Pf Dd2 growth,GASC1 inh,C diff growth
Cn1cnc(S(=O)(=O)N2CCCCN3[C@H](C2)[C@H](c2ccc(C#CC4CC4)cc2)[C@@H]3CO)c1,53,14,·,1
C[C@H]1CN([C@@H](C)CO)C(=O)c2cc(C#CC(C)(C)O)cnc2O[C@H]1CN(C)Cc1cccc(F)c1,·,10,0.0,·
C[C@H](CO)N1C[C@H](C)[C@H](CN(C)C(=O)Nc2ccc(C(F)(F)F)cc2)Oc2c(NC(=O)c3ccc(-c4nccs4)cc3)cccc2C1=O,116*,-44,-4.6,·
CC(=O)N(C)C[C@H]1Oc2cc(C#Cc3ccncc3)ccc2S(=O)(=O)N([C@H](C)CO)C[C@H]1C,44,3,-1.0,8
COc1ccc(NC(=O)Nc2ccc3c(c2)C(=O)N([C@@H](C)CO)C[C@@H](C)[C@H](CN(C)S(=O)(=O)c2ccc(C)cc2)OCCCC[C@@H](C)O3)cc1,93,-67,-1.0,·
N#C[C@H]1N[C@@H](CO)[C@@H]1c1ccc(C#CC2CCCCC2)cc1,83,2,0.4,-11
COc1ccc2c3c([nH]c2c1)[C@@H](CO)N(C(=O)C1CCCC1)CC31CCN(S(C)(=O)=O)CC1,·,8,-3.3,-3
O=C(C[C@H]1C[C@H]2c3cc(NC(=O)NC4CCCC4)ccc3O[C@H]2[C@H](CO)O1)NCc1ccccn1,·,-22,-0.9,5
Cc1noc(C)c1NC(=O)N(C)C[C@H]1Oc2ccc(NC(=O)Cc3cn(C)c4ccccc34)cc2CC(=O)N([C@H](C)CO)C[C@H]1C,-52,4,2.7,-10
COc1cccc(-c2ccc([C@@H]3[C@H](CO)N4CCCCN(S(=O)(=O)c5cccs5)C[C@@H]34)cc2)c1,89,-35,-2.2,46
CS(=O)(=O)N1[C@H](CO)[C@@H](c2ccccc2-c2ccc(F)cc2)[C@@H]1C#N,·,-51,0.4,14
C[C@H](CO)N1C[C@H](C)[C@@H](CN(C)Cc2ccc(C(F)(F)F)cc2)Oc2ccc(NC(=O)Nc3ccccc3)cc2C1=O,51,-79,0.8,0
Cc1noc(C)c1NC(=O)N(C)C[C@@H]1Oc2ncc(/C=C/c3ccccc3)cc2C(=O)N([C@@H](C)CO)C[C@H]1C,·,12,3.0,-3
C[C@@H]1CN([C@H](C)CO)C(=O)c2cc(NS(C)(=O)=O)ccc2O[C@H]1CN(C)C(=O)Nc1cccc2ccccc12,89,4,0.9,-3
CC(=O)N(C)C[C@@H]1Oc2ncc(C#CC(C)(C)O)cc2C(=O)N([C@@H](C)CO)C[C@H]1C,47,31,-2.1,3
COc1ccc(S(=O)(=O)N2[C@@H]3CNC[C@H]2C3c2ccc(-c3ccccc3OC)cc2)cc1 (stereo partly specified),·,2&-5,0.3&-1.9,17&-3
C[C@H](CO)N1C[C@H](C)[C@@H](CN(C)S(C)(=O)=O)Oc2ncc(-c3ccc(F)cc3)cc2C1=O,72,6,-0.5,7
O=S(=O)(NCC[C@H]1CC[C@H](NS(=O)(=O)c2cccc(F)c2)[C@@H](CO)O1)c1cccc(F)c1,·,0,5.8,-3
O=C(NC1CCCCC1)N1CC2(C1)[C@H](c1ccccc1)[C@@H](CO)N2CC1CCOCC1,·,33,0.6,0
N#C[C@H]1[C@H](c2ccccc2C2=CCCC2)[C@@H](CO)N1C(=O)NC1CCCCC1,·,-17,0.7,36

# 2 of these compounds, reformatted.
# The line under a structure holds: T cruzi growth	Pf Dd2 growth	GASC1 inh	C diff growth
CS(=O)(=O)N1[C@H](CO)[C@@H](c2ccccc2-c2ccc(F)cc2)[C@@H]1C#N
→ ·	-51	0.4	14
C[C@H](CO)N1C[C@H](C)[C@@H](CN(C)Cc2ccc(C(F)(F)F)cc2)Oc2ccc(NC(=O)Nc3ccccc3)cc2C1=O
→ 51	-79	0.8	0

# Remaining list, next part
SMILES,T cruzi growth,Pf Dd2 growth,GASC1 inh,C diff growth
COc1cccc(S(=O)(=O)N[C@@H]2CC[C@H](CCN)O[C@H]2CO)c1,20,11,0.2,·
CC(=O)NC[C@H]1[C@@H](c2ccc(C3=CCCCC3)cc2)[C@@H](CO)N1C(=O)C1CC1,·,14,0.3,-5
CCS(=O)(=O)Nc1ccc2c(c1)C(=O)N(C)C[C@@H](OC)[C@@H](C)CN(Cc1nccs1)[C@H](C)CO2,-9,37,0.1,4
CO[C@H]1CN(C)C(=O)c2cc(NC(=O)Nc3c(C)noc3C)ccc2OC[C@H](C)NC[C@@H]1C,-45,37,4.7,·
C[C@@H]1CCCCO[C@H](CN(C)C)[C@@H](C)CN([C@H](C)CO)C(=O)c2cc(NC(=O)Cc3ccccc3)ccc2O1,6,16,0.1,-5
Cc1noc(C)c1NC(=O)Nc1ccc2c(c1)CC(=O)N([C@H](C)CO)C[C@@H](C)[C@@H](CN(C)S(C)(=O)=O)O2,31,18,0.6,-4
C[C@H]1CN([C@@H](C)CO)C(=O)Cc2cc(NC(=O)Nc3ccc4c(c3)OCO4)ccc2O[C@@H]1CN(C)S(=O)(=O)c1ccccc1,1,13,-0.3,9
C[C@@H]1CN([C@H](C)CO)C(=O)Cc2cc(NC(=O)NC3CCCCC3)ccc2O[C@@H]1CN(C)S(=O)(=O)c1cccs1,-67,-10,-1.2,1
O=S(=O)(c1ccccc1F)N1CCCCN2[C@H](CO)[C@@H](c3ccc(-c4cncnc4)cc3)[C@H]2C1,28,14,3.3,-9
C[C@H]1CN([C@@H](C)CO)S(=O)(=O)c2ccc(C#CC3CCCC3)cc2O[C@@H]1CN(C)C(=O)c1cccc(F)c1,115*,-78,-1.9,·
Cc1cc(C(=O)Nc2ccc3c(c2)C(=O)N(C)[C@H]2CC[C@H](CC(=O)NCC(F)(F)F)O[C@@H]2CO3)no1,·,-4,0.5,2
C[C@@H]1CN([C@@H](C)CO)C(=O)c2cc(NS(=O)(=O)c3cccs3)ccc2O[C@@H]1CN(C)Cc1ccc(Cl)c(Cl)c1,66,9,-0.6,18
O=C(O)C[C@@H]1C[C@H]2c3cc(NC(=O)c4ccc5c(c4)OCO5)ccc3O[C@H]2[C@@H](CO)O1,-50,19,-0.4,1
CC(C)C#Cc1ccc2c(c1)O[C@H](CN(C)C(=O)c1cccnc1)[C@H](C)CN([C@@H](C)CO)S2(=O)=O,24,5,1.5,-5
CO[C@@H]1CN(C)C(=O)c2ccc(NS(=O)(=O)c3cn(C)cn3)cc2OC[C@@H](C)N(CC2CC2)C[C@H]1C,27,6,-0.5,·
CCCN(C)C[C@@H]1Oc2cc(C#CC3CCCC3)ccc2S(=O)(=O)N([C@H](C)CO)C[C@@H]1C,92,-57,·,11
CO[C@@H]1CN(C)C(=O)c2ccc(NC(C)=O)cc2OC[C@@H](C)N(Cc2cc(F)ccc2F)C[C@@H]1C,56,-43,1.0,-5
CC(C)NC(=O)N(C)C[C@H]1Oc2ccc(NC(=O)Cn3cnnn3)cc2CC(=O)N([C@H](C)CO)C[C@H]1C,9,7,0.2,-3
Cc1noc(C)c1NC(=O)Nc1ccc2c(c1)C(=O)N([C@@H](C)CO)C[C@H](C)[C@@H](CN(C)C)O2,·,20,1.0,-6
O=C(C[C@H]1CC[C@@H]2[C@H](COC[C@H](O)CN2S(=O)(=O)c2ccccc2Cl)O1)NCc1ccccc1Cl,-8,-6,1.0,·
CCCC(=O)Nc1ccc2c(c1)OC[C@@H](C)N(CCc1ccccc1)C[C@@H](C)[C@@H](OC)CN(C)C2=O,-9,·,0.0,·
C[C@@H]1CN([C@@H](C)CO)C(=O)c2cc(/C=C/c3ccccc3)cnc2O[C@@H]1CN(C)C(=O)c1cccc(F)c1,47,-53,-0.9,-6
C[C@@H]1CN([C@H](C)CO)C(=O)CCCn2nncc2CO[C@@H]1CN(C)C(=O)c1ccc(N2CCN(C)CC2)cc1,-15&-14,17&8,1.2,1&0
CCCC#Cc1ccc2c(c1)O[C@H](CN(C)S(=O)(=O)c1cccc(F)c1)[C@@H](C)CN([C@@H](C)CO)S2(=O)=O,114*,-36,-2.5,9
COCC#Cc1cnc2c(c1)C(=O)N([C@@H](C)CO)C[C@H](C)[C@H](CN(C)C(=O)Nc1ccccc1OC)O2,53,17,-0.9,0
C[C@@H](NC(=O)C[C@@H]1CC[C@@H]2[C@H](COC[C@@H](O)CN2Cc2cc(F)ccc2F)O1)c1ccccc1,69,-33,1.4,1&-7
C/C=C/c1ccc([C@H]2[C@H](CO)N[C@@H]2CN(CC)C(=O)c2cccnc2)cc1,-24,-30,0.8,1
CO[C@@H]1CN(C)C(=O)c2cc(NC(=O)c3cc(C)on3)ccc2OC[C@H](C)NC[C@@H]1C,19,0,0.4,·
C[C@@H]1CCCCO[C@@H](CN(C)S(=O)(=O)c2cn(C)cn2)[C@@H](C)CN([C@H](C)CO)C(=O)c2cc(NC(=O)Nc3ccccc3)ccc2O1,27,-29,-1.1,3
CCC(=O)N1CC2(CN(Cc3cccnc3)C2)c2c(n(C)c3cc(OC)ccc23)[C@H]1CO,·,-8,-0.1,-11
O=C(C1CCCCC1)N1CC(=O)N2[C@H](CO)[C@H](c3ccc(-c4ccccc4F)cc3)[C@@H]2C1,·,-39,12,5
O=C(c1ccccc1)N1CC(=O)N2[C@H](C1)[C@@H](c1ccc(-c3ccccc3)cc1)[C@@H]2CO,·,-73,-1.8,8
COCCNC(=O)[C@@H]1[C@@H](CO)[C@@H]2Cn3c(ccc(C4=CCCCC4)c3=O)[C@H]1N2C(=O)C1CCC1,16,15,2.4,-3
CCc1sc(N2[C@@H](C#N)[C@@H](c3ccccc3-c3cccc(C)c3)[C@@H]2CO)nc1C,·,5,-1.8,-8
CCC(=O)N1[C@H](CO)[C@@H]2c3ccccc3N(C(=O)NC(C)C)C[C@@H]21,11,10,-0.8,-5
CCCC#Cc1ccc2c(c1)O[C@H](CN(C)Cc1ccccn1)[C@H](C)CN([C@@H](C)CO)S2(=O)=O,59,·,2.0,-7
C[C@@H]1CCCCO[C@@H](CN(C)C(=O)Nc2ccccc2)[C@H](C)CN([C@H](C)CO)C(=O)c2cc(NC(=O)NC3CCCCC3)ccc2O1,105*,-48,-0.7,·
C[C@@H]1CN([C@@H](C)CO)C(=O)c2cc(-c3ccc(F)cc3)cnc2O[C@@H]1CN(C)CC1CC1,64,-46,0.1,·
C[C@H]1CCCCO[C@@H](CN(C)C(=O)NC2CCCCC2)[C@@H](C)CN([C@@H](C)CO)C(=O)c2cc(NC(=O)Nc3ccc(C(F)(F)F)cc3)ccc2O1,93,-66,0.3,3
CCCC(=O)Nc1ccc2c(c1)C(=O)N(C)C[C@H](OC)[C@@H](C)CN(C(C)=O)[C@@H](C)CO2,8,35,1.8,-4
CN1C(=O)c2cc(NC(=O)C3CCOCC3)ccc2OC[C@@H]2O[C@@H](CC(=O)NCc3ccccc3F)CC[C@@H]21,-12,2,-0.2,-8
O=C(C[C@H]1C[C@H]2c3cc(NC(=O)c4cccnc4)ccc3O[C@H]2[C@@H](CO)O1)NCc1ccccc1F,6,6,-2.3,-2
C[C@H]1CN([C@@H](C)CO)C(=O)c2cc(NC(=O)Cc3cn(C)c4ccccc34)ccc2O[C@H]1CN(C)C(=O)Nc1cccc2ccccc12,38,-77,-3.4,·
C[C@H](CO)N1C[C@H](C)[C@@H](CN(C)S(=O)(=O)c2cccs2)Oc2ccc(NC(=O)c3ccncc3)cc2CC1=O,29,9,-5.7,-1
COCC(=O)N1C[C@H](C)[C@H](OC)CN(C)C(=O)c2ccc(NC(=O)c3ccccc3)cc2OC[C@H]1C,-12,-19,1.2,2
O=C(C[C@@H]1CC[C@H](NC(=O)Nc2cc(F)ccc2F)[C@H](CO)O1)NCc1ccc2c(c1)OCO2,-8,-7,0.7,·
Cc1ccc(S(=O)(=O)N(C)C[C@H]2Oc3ncc(-c4ccccc4)cc3C(=O)N([C@H](C)CO)C[C@H]2C)cc1,33,-13,-3.4,-10
COc1ccc(NC(=O)N(C)C[C@@H]2Oc3ccc(NS(=O)(=O)c4ccc(OC)cc4)cc3CC(=O)N([C@@H](C)CO)C[C@H]2C)cc1,-28,26,-0.2,-6
O=C(Nc1ccc(F)cc1)N1CCCCN2[C@H](CO)[C@@H](c3ccc(C4=CCCCC4)cc3)[C@H]2C1,73,-51,3.4,42

# Retrieved by structure from above (five):
SMILES,T cruzi growth,Pf Dd2 growth,GASC1 inh,C diff growth
Cc1ccc(S(=O)(=O)N(C)C[C@H]2Oc3ncc(-c4ccccc4)cc3C(=O)N([C@H](C)CO)C[C@H]2C)cc1,33,-13,-3.4,-10
C[C@H]1CN([C@@H](C)CO)C(=O)c2cc(NC(=O)Cc3cn(C)c4ccccc34)ccc2O[C@H]1CN(C)C(=O)Nc1cccc2ccccc12,38,-77,-3.4,·
O=C(Nc1ccc(F)cc1)N1CCCCN2[C@H](CO)[C@@H](c3ccc(C4=CCCCC4)cc3)[C@H]2C1,73,-51,3.4,42
C[C@H](CO)N1C[C@H](C)[C@@H](CN(C)S(=O)(=O)c2cccs2)Oc2ccc(NC(=O)c3ccncc3)cc2CC1=O,29,9,-5.7,-1
COc1ccc(NC(=O)N(C)C[C@@H]2Oc3ccc(NS(=O)(=O)c4ccc(OC)cc4)cc3CC(=O)N([C@@H](C)CO)C[C@H]2C)cc1,-28,26,-0.2,-6

# No enrichment for hits. About 7% of those tested had a hit in this group.
